Bioassay records deposited in PubChem by several laboratories.
TRPML3 ag: activates the human TRPML3 channel | HEK293 TRPML3-YFP, Fluo-8 calcium fluorescence; 100% = the carbachol control signal | activation, % at 3 µM | actives 0.29% (n = 220,000);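 active = activation above its plate's cutoff, the mean activation of the plate's test wells plus 3 SD, cut at about 12% in these data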;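 also: 0% = DMSO only wells and 100% = carbachol wells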
Target sequence (Q8TDD5 whole entry, looked up): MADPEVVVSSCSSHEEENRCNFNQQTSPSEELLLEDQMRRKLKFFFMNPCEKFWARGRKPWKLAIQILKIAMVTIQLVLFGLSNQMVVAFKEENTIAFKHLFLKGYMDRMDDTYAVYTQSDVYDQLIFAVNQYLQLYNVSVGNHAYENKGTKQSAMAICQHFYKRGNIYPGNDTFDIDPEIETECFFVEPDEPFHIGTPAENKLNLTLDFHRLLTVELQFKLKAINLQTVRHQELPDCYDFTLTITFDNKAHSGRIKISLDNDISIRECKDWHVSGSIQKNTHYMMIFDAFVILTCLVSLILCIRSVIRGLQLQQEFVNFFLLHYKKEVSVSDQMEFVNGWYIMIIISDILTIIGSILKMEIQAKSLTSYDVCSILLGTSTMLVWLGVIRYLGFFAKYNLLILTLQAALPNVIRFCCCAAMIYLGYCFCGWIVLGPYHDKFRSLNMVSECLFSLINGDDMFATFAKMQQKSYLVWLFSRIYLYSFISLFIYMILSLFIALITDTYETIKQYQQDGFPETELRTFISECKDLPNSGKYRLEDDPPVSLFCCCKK
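system = HEK293 cells stably carrying human TRPML3-YFP | doses = one concentration, 3 µM nominal, 0.3% DMSO | timing = dye loading 1 h 37 °C then 30 min ambient, 125 s read | detection = Fluo-8 calcium dye fluorescence, ex 470-495, em 515-575 nm | benchmarks = high control carbachol 87 µM, low control DMSO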
zfTRPN1 agonist: activates the zebrafish TRPN1 channel. HEK293 zebrafish TRPN1-YFP, Fluo-8 calcium fluorescence; 100% = response to 87 µM carbachol. AID 1424. actives 0.18% (n = 220,000). activation, % at 3 µM;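 active = activation above its plate's cutoff, the mean activation of test wells on that plate plus 3 SD, cut at about 19% in these data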;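 also: 0% = DMSO alone and 100% = 87 µM carbachol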
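Material – zebrafish TRPN1-YFP in HEK293 cells · Doses – 3 µM single point · Schedule – dye 1 h 37 °C plus 30 min RT · Signal – Fluo-8 calcium fluorescence, excitation 470-495 nm, emission 515-575 nm · Read-out – % activation versus carbachol response · Control set – carbachol high, DMSO low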
Ba/F3 V617F tox: loss of viability in JAK2V617F-driven Ba/F3 cells | Ba/F3 EpoR-JAK2V617F viability, ATP luminescence | inhibition, % at 5.6 µM | actives 1.1% (n = 220,000);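 active = inhibition above the campaign mean plus 3 SD over all tested compounds, cut at about 24% in these data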;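 also: cytokine-independent growth of Ba/F3 cells driven by EpoR plus mutant JAK2; 0% = DMSO-treated cells and 100% = JAK inhibitor I control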
m-calpain inh: inhibitors of pig calpain II; purified calpain II, fluorogenic peptide substrate, 30 min; inhibition, % at 16 µM; actives 0.37% (n = 220,000); AID 1236;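 active = inhibition above about 50%, limit read from the data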
BaF3 parental: parental Ba/F3 viability inhibition as JAK2V617F counter-screen; actives 1.1% (n = 220,000); inhibition, % at 5.6 µM; AID 1486; CellTiter-Glo ATP luminescence;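 active = inhibition above a per-campaign cutoff, the mean inhibition of all tested compounds plus 3 SD, cut at about 27% in these data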;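 also: 0% = DMSO wells and 100% = JAK Inhibitor I control wells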
PERK inh: human PERK inhibition, primary cell-based screen; Q9NZJ5; CHO PERK-DD fusion, SEAP luminescence translation reporter; inhibition, % at 5.6 µM; actives 0.17% (n = 220,000); AID 1416;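 active = inhibition above the mean inhibition of all tested compounds plus 3 SD, set separately per screening campaign, cut at about 2.9% in these data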;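 also: PERK kinase domain activated by AP20187 dimerizer at 100 nM; 0% = DMSO with dimerizer and 100% = rapamycin at 8.4 µM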
S1P4 antagonist: antagonists of human S1P4 receptor; S1P4-expressing cells, antagonist mode, reporter read-out; O95977; actives 0.26% (n = 220,000); inhibition, % at 4.98 µM; AID 1510; in the data active = inhibition above about 29%;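 also: 0% = wells stimulated with agonist and 100% = vehicle wells without agonist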
EP2 mod: modulates human prostaglandin E2 receptor EP2 signaling; EP2-expressing cells, cAMP HTRF FRET, PGE2 co-stimulation; induction, % at 25 µM; AID 940; actives 0.83% (n = 260,000); P43116;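 active = compounds whose cAMP rise, as percent of the full-agonist control response, exceeds 60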;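 also: rat C6 glioma line stably carrying human EP2 under a CMV promoter; the protocol text gives 20 µM as final concentration; 100% = response of wells given 1 µM PGE2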
Target sequence (P43116 whole entry, looked up): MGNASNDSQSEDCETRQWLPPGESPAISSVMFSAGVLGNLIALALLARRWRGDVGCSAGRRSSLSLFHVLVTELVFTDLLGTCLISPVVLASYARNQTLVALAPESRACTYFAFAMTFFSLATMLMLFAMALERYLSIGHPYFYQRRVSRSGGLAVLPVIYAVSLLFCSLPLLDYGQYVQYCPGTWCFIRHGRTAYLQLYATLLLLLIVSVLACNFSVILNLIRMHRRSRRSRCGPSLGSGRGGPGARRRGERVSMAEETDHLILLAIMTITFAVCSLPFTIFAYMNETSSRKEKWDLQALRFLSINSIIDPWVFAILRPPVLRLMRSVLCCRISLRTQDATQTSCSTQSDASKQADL
S1P4 ag: human S1P4 receptor agonism. O95977. S1P4-expressing cell line, agonist reporter assay. activation, % at 4.98 µM. actives 0.35% (n = 220,000). AID 1509; in the data active = activation above about 11%;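 also: 0% = DMSO vehicle and 100% = reference agonist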
* hit, by the source's call; & = joins results of further samples.

SMILES	TRPML3 ag	zfTRPN1 agonist	Ba/F3 V617F tox	m-calpain inh	BaF3 parental	PERK inh	S1P4 antagonist	EP2 mod	S1P4 ag
COc1ccc(-c2nc(NC(=O)CCNC(=O)c3ccco3)sc2C)cc1	-0.2	0.9	-1	52*	28*	0.0	-12	-36	1.4
CCc1nnc(NC(=O)CSc2nc3c(cc2C#N)CCCC3)s1	0.9	-1.0	0	-38	4	-1.2	-6	32	1.0
COC(=O)C1C(c2ccc(OC)c(OC)c2)NC(c2ccc(OC)c(OC)c2)C(C(=O)OC)S1(=O)=O (stereo not given)	1.2	0.4	-1	2	3	-0.3	-1	0	1.1
Cc1ccc(-n2nnnc2SCC(=O)N2CCCCC2)cc1	0.3	-0.6	-1	-2	2	0.5	-17	9	-1.9
Cc1ccc(-c2cc(Cc3ccncc3)c(=O)[nH]n2)cc1	0.3	0.0	0	-18	1	0.5	-15	-28	-1.2
CCS(=O)(=O)c1ccc(O)c(NC(=O)COc2ccccc2)c1	0.7	0.4	-1	-24	6	1.8	1	3	-4.1
O=c1c2c3c(sc2ncn1/N=C/c1cccnc1)CCCC3	0.5	-0.7	2	-4	8	0.6	-6	4	1.6
Cc1csc2c(=O)n(CCO)c(=O)[nH]c12	0.6	1.2	-4	-14	0	-0.5	-12	30	0.8
CCCCCc1c(O)nc(SCCN2CCOCC2)[nH]c1=O	0.8	-0.2	-5	-7	0	1.6	8	27	-0.1
CN(Cc1ccccc1)S(=O)(=O)c1ccc(NC(=S)NC(=O)C(C)(C)C)cc1	1.0	0.3	2	19	5	0.7	-8	7	0.8
COc1cc(SC)ccc1C(=O)Nc1ccc(S(=O)(=O)N2CCCC2)cc1	0.7	0.8	-2	7	0	-0.1	-8	-23	-0.2
CC(=O)N1CCc2c(sc(NC(=O)c3ccc4c(c3)OCCO4)c2C#N)C1	1.4	0.7	-2	-20	6	1.3	-1	-12	0.6
c1ccc(Nc2nc3ccccc3n3nnnc23)cc1	0.1	0.6	-2	-25	0	1.5	-4	2	0.6
CC(C)(C)c1ccc(C(=O)/C=C2\NC(=O)CS2)cc1	0.5	0.7	6	-1	5	0.0	19	12	0.8
O=C(CCSc1nnc(-c2ccncc2)o1)Nc1ccccc1Cl	0.7	1.6	2	9	4	-0.9	0	17	-0.7
Cn1cc(S(=O)(=O)N2CCN(Cc3ccccc3)CC2)c(=O)n(C)c1=O	0.1	0.7	-1	-18	7	-0.2	-3	10	0.0
O=C(Nc1ccccc1)c1cccc(N2CCCC2=O)c1	-0.6	1.3	1	-33	8	0.2	-13	3	0.6
Cc1ccccc1-c1nc(CS(=O)(=O)CC(=O)NCc2ccccc2)c(C)o1	-0.9	0.1	-2	9	2	0.8	-3	18	4.3
CCn1c(CC(=O)Nc2ccccc2)nnc1SCc1nc2ccccc2c(=O)[nH]1	0.7	1.3	-2	-17	-3	1.6	-12	35	0.3
Cc1ccc(S(=O)(=O)Oc2ccccc2/C=C2\SC(=O)NC2=O)cc1	4.2	4.8	4	-11	12	0.9	2	19	1.1
Cc1nn2c(NCCCN3CCOCC3)c3c(nc2c1-c1ccccc1)CCC3	-0.4	-0.6	1	-71	1	-0.7	-4	-3&0	1.7
COc1ccc(CC(=O)Nc2ccc3c(c2)CCC3)cc1	-0.5	-1.4	2	3	2	-0.1	-18	16	1.6
Fc1cccc(/C=N/Nc2ccc3ccccc3n2)c1	0.0	-0.8	1	4	0	0.6	-5	-18	-2.6
O=C(CSc1ccc(-c2cccs2)nn1)c1cccs1	0.1	-0.8	1	-14	8	0.1	-19	-51	1.1
O=C(/C=C/c1ccco1)Nc1nc(-c2ccc(F)c(F)c2)cs1	0.4	7.3	-1	-15	1	1.3	0	-23	1.2
COc1cc(C(=O)Nc2nc(-c3ccc(Cl)cc3)c(C)s2)ccc1OCC(=O)Nc1ccc(F)cc1	1.5	3.5	2	-59	7	-0.6	-9	25	0.3
CCOc1ccccc1N(CC(=O)NC1CCCC1)C(=O)CCCC(=O)Nc1ccccn1	-0.9	-0.1	-1	-4	7	-1.4	7	16	-0.7
O=C(NC(=S)NNC(=O)c1cccs1)c1ccc(Br)o1	12*	2.0	-4	-3	3	0.7	-5	-2	-0.7
CCc1ccc(N=c2c([N+](=O)[O-])nn(-c3ccccc3)n2O)cc1	0.0	2.2	-4	14	2	0.0	-22	9	-1.4
Cc1ccc(-c2c(C(=O)NNC(=S)NCC3CCCO3)csc2C)cc1 (stereo not given)	-0.4	-2.4	0	13	-2	-0.5	3	-1	0.6
CNC(=O)CSc1nnc(C(C)C)n1C	1.2	1.2	0	-23	5	0.0	-11	19	2.9
O=C(NCCCN1CCCC1=O)c1ccccc1NS(=O)(=O)c1ccc(Br)cc1	0.6	-0.3	-3	-17	3	0.0	8	27	3.0
O=C(Nc1ccccc1)c1ccc(CSc2ccccn2)cc1	-0.4	-1.5	-3	-21	-4	-0.4	-11	-47	-0.2
CC(C)c1ccc(N2C(=O)CSC23C(=O)N2CCCc4cccc3c42)cc1 (stereo not given)	0.2	0.8	0	-4	5	-0.3	-4	20	1.2
Cc1ccc(C(=O)CNc2ccccc2C)cc1	0.5	0.9	-2	1	6	0.7	-15	7	2.6
Cc1ccccc1Oc1ncnc(N)c1[N+](=O)[O-]	0.4	-1.4	-1	1	2	0.2	-5	9	0.2
O=C(COC(=O)/C=C/c1cccs1)Nc1cccc(S(=O)(=O)N2CCCC2)c1	-0.1	-0.8	-6	18	-1	0.1	9	13	0.2
O=C(CSc1ccc(-c2ccco2)nn1)N1CCCCC1	-0.1	1.0	-2	-46	1	0.4	-5	12	0.3
CC1(C)CC(C#N)(N2CCOCC2)CCO1 (stereo not given)	-0.7	0.7	-4	17	1	1.1	-9	-15	1.3
CCO[C@@H]1OC(C(=O)N2CCN(Cc3ccccc3)CC2)=C[C@H](c2csc3ccccc23)[C@H]1CCCO	2.0	2.5	-2	-9	-1	0.4	11	-7	0.3
CN(C)c1nc(N)nc(CSc2nc3cc(Cl)ccc3o2)n1	0.1	0.5	2	5	7	0.1	-1	-10	-0.9
Cc1ccc2nc(SCC(=O)Nc3cc(C(C)(C)C)nn3-c3ccccc3)[nH]c2c1	0.2	0.1	-4	1	1	0.1	-7	23	-0.9
CCN1CCCC1CNC1=NCCCCC1 (stereo not given)	0.8	0.9	0	-12	2	-1.4	-8	6	3.2
CCCNC(C)C(=O)Nc1ccccc1C (stereo not given)	1.3	-0.6	-6	13	3	1.6	-8	22&41&20	0.4
CCOC(=O)c1ccc(Oc2nc(NC)nc(SC)n2)cc1	-0.2	0.4	-1	-5	4	0.6	-16	34	0.7
COc1ccc(-c2noc(CN(C(=O)c3ccc(OC(C)=O)cc3)C(C)C)n2)cc1OC	0.2	0.5	-3	19	1	-0.7	-13	10	-0.4
CC1=C(C(N)=O)C(c2ccco2)C(C(N)=O)=C(C)N1	0.5	0.8	0	8	2	0.3	-7	-14	-1.0
NS(=O)(=O)c1ccc(CCNC(=O)c2cc(-c3ccc(Br)cc3)nc3ccccc23)cc1	0.8	-0.3	2	-83	6	1.3	-20	4	0.4
Cc1ccc(/C=N/N2CCCCC2)o1	0.6	1.4	-3	8	0	0.6	-3	-37	-0.6
FC(F)(F)c1nc2ccccc2c2nc3ccccc3n12	0.4	1.0	0	-24	2	0.0	7	45	1.1
O=C(NCC(F)(F)F)N1CCOCC1	0.8	0.2	2	-40	4	-0.3	-4	-1	1.8
CC/C(=N\NC(=O)c1ccc(Br)cc1)c1ccccc1	0.7	0.0	-1	2	2	1.9	0	21	0.6
Cc1nc2ccc(NC(=O)c3ccc(S(=O)(=O)N4CCOCC4)cc3)cc2s1	1.4	2.6	5	-5	7	-1.9	-10	-16	0.5
CN(C)C(=S)NC(C)(C)C	0.3	0.8	0	12	1	-0.8	-21	-2	1.8
CCOC(=O)/C(N=Nc1ccc2c(c1)OCO2)=C(\C)O	-0.5	-0.6	-1	6	2	0.1	-21	7	1.5
COc1ccc(-n2c(=O)cc(N3CCN(c4ccccc4)CC3)[nH]c2=O)cc1	0.4	0.7	3	-9	7	0.8	5	28	0.8
CN1c2ccsc2C(O)=C(C(=O)Nc2ccccc2)S1(=O)=O	0.9	-0.9	0	-4	6	0.6	-44	19	1.2
Cc1cc2cc(C(c3nnnn3Cc3ccco3)N3CCc4ccccc4C3)c(=O)[nH]c2cc1C (stereo not given)	0.3	2.2	-2	-236	5	-0.1	-9	14	0.3
CN(CC(=O)N1CCCC1)S(=O)(=O)c1ccc(Cl)cc1	-0.3	3.7	1	-2	5	0.0	6	11	1.6
COC(=O)C1=C(C)n2nnnc2NC1c1cc2ccccc2o1 (stereo not given)	0.2	0.6	1	-39	3	0.6	8	16	0.2

Marked active in m-calpain inh (from the list above):
Molecule	TRPML3 ag	m-calpain inh	PERK inh	S1P4 antagonist	EP2 mod	S1P4 ag
COc1ccc(-c2nc(NC(=O)CCNC(=O)c3ccco3)sc2C)cc1	-0.2	52*	0.0	-12	-36	1.4

Additional compounds.
SMILES	TRPML3 ag	zfTRPN1 agonist	Ba/F3 V617F tox	m-calpain inh	BaF3 parental	PERK inh	S1P4 antagonist	EP2 mod	S1P4 ag
O=C1CN(CC(=O)Nc2ccc(Cl)cc2)CCN1	0.2	0.9	1	12	4	0.6	22	-3	-1.7
COC(CNS(=O)(=O)c1ccc(S(=O)(=O)N2CCCC2)cc1)OC	0.2	-0.9	-4	7	-1	0.8	-3	-7	0.1
CCOC(=O)c1c(CSc2ccccc2)n(C)c2cc(Br)c(OCC(O)CNC(CO)(CO)CO)cc12 (stereo not given)	0.0	0.6	0	-55	7	-0.6	-21	16	-0.1
Cc1ccccc1Oc1cc(NC(=O)Cn2cnc([N+](=O)[O-])c2)cc([N+](=O)[O-])c1	0.5	-1.1	0	-53	10	0.6	2	25	1.3
O=C(c1ccccc1C(=O)N1CCN(c2ccc(F)cc2)CC1)N1CCN(c2ccc(F)cc2)CC1	0.1	4.4	6	-3	9	-1.3	1	9	0.0
CCN(c1ccccc1)S(=O)(=O)c1ccc(OCc2c(C)noc2C)cc1	0.9	-1.4	0	-2	2	-1.6	10	-4	0.2
Cc1[nH]nc2c1C1(CCC(c3ccccc3)CC1)C(C#N)=C(N)O2 (stereo not given)	-0.1	-0.3	-2	2	2	0.0	10	-20	0.8
O=C(Nc1nc(-c2cccnc2)cs1)c1ccccc1[N+](=O)[O-]	0.6	0.8	-1	-4	6	0.9	-21	11	4.3
Cc1cccc(-c2nc(CS(=O)CC(=O)N3CCCCC3)c(C)o2)c1 (stereo not given)	0.8	1.3	-2	-4	7	0.4	-6	24	0.7
CC1(C)CC(=O)C(Sc2ccccc2)=C(O)C1	0.1	0.5	-3	-17	-5	1.4	5	13	1.7
O=C(NCCc1csc(-c2ccccc2)n1)c1ccco1	-0.2	1.6	-3	-11	0	0.2	-2	-46	1.1
Cc1cc(C)nc(SCc2nnc(SCC#N)n2-c2cccc(Cl)c2)n1	-0.2	-0.2	2	-13	2	-0.9	-1	51	0.0
